Bioassay records from PubChem.
D2 ag – HTS Assay for Allosteric Agonists of the Human D2 Dopamine Receptor: Primary Screen for Agonists. 340,000 compounds, 0.53% hits. HEK293 T-REx D2 cells, calcium flux agonist mode. D(2) dopamine receptor (Homo sapiens), P14416. activation, % at 2 µM. AID 485358, 2010;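 active = activation over 3 SD above normal in the single-dose calcium agonist read, cut at about 30% in these data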; note: 0% is about no effect
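Agonism is scored from calcium flux in a force-coupled, inducible HEK293 cell line expressing D2, read kinetically for 180 s after compound addition against dopamine controls.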
TrxR1 substrate – qHTS Assay for Substrates of Mammalian Selenoprotein Thioredoxin Reductase 1 (TrxR1): qHTS. Potency, µM (top dose mostly 114 µM), inactives show top-dose activity change, negative = substrate turnover. 390,000 compounds, 0.01% hits. purified TrxR1 substrate turnover, NADPH consumption readout; note: potency is the fitted concentration of half-maximal effect; % is set by controls: 0 for no effect and ±100 for the full control effect; nearly all actives have a fitted effect of over 50% in size
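Rat TrxR1, dispensed at 90 nM, was prereduced with 400 uM NADPH (final) for 5 min at ~22 deg C, then incubated with compound 15 min before 400 uM selenite. A first-read NADPH fluorescence drop versus no-compound background flagged substrates.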
D2 antag – HTS Assay for Allosteric Antagonists of the Human D2 Dopamine Receptor: Primary Screen for Antagonists. inhibition, % at 10 µM. HEK293 TREx D2 cells, calcium flux, dopamine EC80. AID 485344, 2010. D(2) dopamine receptor (Homo sapiens), P14416. 340,000 compounds, 2% hits; in the data active = inhibition above about 30%; note: 0% is about no effect
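Read-out: kinetic calcium fluorescence (1 cycle/s) in inducible HEK293 T-REx D2 cells after an EC80 dopamine addition that followed 180 s compound preincubation. Loss of the dopamine response indicates antagonism.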
mIDH1 inhibitor – qHTS for Inhibitors of mutant isocitrate dehydrogenase 1 (IDH1): qHTS | 390,000 compounds, 0.093% hits | Potency, µM (titrated, usually from 76.6 µM), inactives show at the highest dose activity change, negative = inhibition, usual class: inhibitors | Isocitrate dehydrogenase [NADP] cytoplasmic (Homo sapiens), O75874 | IDH1-R132H enzyme, NADPH consumption, diaphorase/resazurin fluorescence; note: potency is the fitted concentration of half-maximal effect; % is set by controls: 0 for no effect and ±100 for the full control effect; nearly all actives have a fitted effect of over 65% in size
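IDH1-R132H (0.5 ug/mL dispensed) in pH 7.5 Tris buffer was preincubated 30 min with compound, then given a substrate mix of 0.016 mM NADPH and 2 mM alpha-KG for 80 min at room temperature; remaining NADPH was read by diaphorase/resazurin fluorescence.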
USP1-UAF1 inh – Inhibitors of USP1/UAF1: Primary Screen. Ubiquitin carboxyl-terminal hydrolase 1 (Homo sapiens), O94782. recombinant USP1/UAF1, Ub-Rhodamine cleavage fluorescence. Potency, µM (highest dose often 57.1 µM), without a hit: at the top dose activity change, negative = inhibition, actives largely listed as inhibitors. 390,000 compounds, 0.23% hits; note: potency is the fitted concentration of half-maximal effect; % is set by controls: 0 for no effect and ±100 for the full control effect; nearly all actives have a fitted effect of over 60% in size; inactives centre near -12
Target sequence (O94782 whole entry, looked up): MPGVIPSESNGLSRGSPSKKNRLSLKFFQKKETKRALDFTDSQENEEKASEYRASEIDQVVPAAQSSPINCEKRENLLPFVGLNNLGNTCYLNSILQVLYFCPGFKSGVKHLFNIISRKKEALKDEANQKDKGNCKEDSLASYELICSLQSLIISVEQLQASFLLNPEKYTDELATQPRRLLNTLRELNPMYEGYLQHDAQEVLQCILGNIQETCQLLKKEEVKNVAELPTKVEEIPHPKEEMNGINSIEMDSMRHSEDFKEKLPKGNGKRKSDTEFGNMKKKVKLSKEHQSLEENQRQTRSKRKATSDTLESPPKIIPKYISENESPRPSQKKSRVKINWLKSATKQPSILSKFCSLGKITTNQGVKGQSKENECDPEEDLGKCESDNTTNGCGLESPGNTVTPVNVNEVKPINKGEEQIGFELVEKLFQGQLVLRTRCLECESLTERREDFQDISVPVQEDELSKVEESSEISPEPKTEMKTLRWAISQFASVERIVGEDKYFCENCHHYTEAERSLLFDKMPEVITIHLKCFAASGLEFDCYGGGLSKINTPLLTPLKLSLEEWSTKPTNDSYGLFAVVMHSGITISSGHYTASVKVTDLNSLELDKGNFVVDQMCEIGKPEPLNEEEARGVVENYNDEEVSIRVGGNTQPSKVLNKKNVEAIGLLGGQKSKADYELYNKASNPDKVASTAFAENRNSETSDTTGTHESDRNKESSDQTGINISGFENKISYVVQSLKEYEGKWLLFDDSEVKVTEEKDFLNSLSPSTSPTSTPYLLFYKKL
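1 nM enzyme complex + cpd, 15 min RT; start with Ub-Rho 150nM final; kinetic fluorescence ex 480/em 540, 6 reads q60 s. Buffer 50mM HEPES pH 7.8, 0.5mM EDTA, 0.1 mg/ml BSA, 1mM TCEP, 0.01% Tween-20.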
TRHR ag – qHTS for Small Molecule Agonists and Allosteric Enhancers of Human TRH Receptor: Primary Screen for Agonists. Thyrotropin-releasing hormone receptor (Homo sapiens), P34981. TRHR cells, calcium flux fluo-8, FDSS agonist mode. activation, % at 2 µM. 360,000 compounds, 0.18% hits; in the data active = activation above about 30%; note: 0% is about no effect
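TRHR-expressing cells, plated overnight in medium with 10% serum, were loaded with fluo-8 calcium dye at room temperature. After a 10 s baseline, library compound was pin-added and calcium release was recorded kinetically (ex 480/em 530) as agonist response.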
PI4K2A block – qHTS for small molecular inhibitors of PI4K2A | Phosphatidylinositol 4-kinase type 2-alpha (Homo sapiens), Q9BTU6 | purified PI4K2A, ADP-Glo luminescence, 1 h; hits give low values | activity change, negative = inhibition, % at 76.9 µM | 420,000 compounds, 0.13% hits | AID 1346378, 2018; in the data active = activity change below about -50%; inconclusive = mostly about -30% to -49%;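 note: -100% = wells without enzyme as full effect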
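ADP-Glo luminescence measured ADP generated by PI4K2A enzyme (4 ug/mL before mixing) with 1.2 mM PI substrate (pre-mix) and 300 microM ATP (pre-mix). Tris pH7.5 buffer with MgCl2, Triton X-100; 1 h reaction at ambient temperature.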
TrxR1 inh – qHTS Assay for Inhibitors of Mammalian Selenoprotein Thioredoxin Reductase 1 (TrxR1): qHTS. recombinant rTrxR1, NADPH fluorescence consumption, selenite substrate. Potency, µM (doses to about 114 µM), without a hit: at the top dose activity change, negative = inhibition, most hits filed as inhibitors. 390,000 compounds, 1% hits. AID 588453, 2011; note: potency is the fitted concentration of half-maximal effect; % is set by controls: 0 for no effect and ±100 for the full control effect; nearly all actives have a fitted effect of over 65% in size
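Rat TrxR1 (90 nM in the dispensed reagent) was pre-reduced with 400 uM NADPH for 5 min at room temperature, then incubated with compound for 15 min. After 400 uM selenite was added, NADPH fluorescence (Ex 340/Em 450 nm) was followed for 8 min.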
TRHR enhancer – qHTS for Small Molecule Agonists and Allosteric Enhancers of Human TRH Receptor: Primary Screen for Enhancers; TRHR cells, fluo-8 calcium fluorescence, EC20 TRH enhancement; enhancement, % at 2 µM; 360,000 compounds, 0.66% hits; in the data active = enhancement above about 30%; note: 0% is about no effect
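TRHR-expressing cells loaded with fluo-8 calcium dye were read kinetically (ex 480/em 530) during compound addition, then stimulated with an EC20 of TRH (10 nM final). Enhancement of the Gq-mediated intracellular calcium response was scored.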
* marks the source's active call; other numbers are inactive results; ? = inconclusive; . = no result given; [ ] = dose if it differs, or a comment. Unless noted, calls come from the whole dose curve; as a rule, active = well fitted inhibition curve with a large enough effect; inconclusive = small, poorly fitted or top-dose-only effect; inactive = no such curve, though single readings can be large or run the other way. An unsorted share of the library (roughly 3.9% active in at least one column).

SMILES	D2 ag	TrxR1 substrate	D2 antag	mIDH1 inhibitor	USP1-UAF1 inh	TRHR ag	PI4K2A block	TrxR1 inh	TRHR enhancer
COc1ccc(C(=O)Nc2ccc3c4c(cccc24)CC3)cc1	-0.9	9%	13	11%	-14%	-3.0	-1	23%	-4
CNC(=O)c1cnn(-c2nc(-c3ccc(OC)cc3)cs2)c1C(F)(F)F	-0.7	-5%	-2	-12%	3%	-0.2	0	-1%	1
N#Cc1ccc(/C=C/C(=O)c2ccco2)cc1	-2.3	-11%	-21	2%	-17%	-0.5	11	?	-4
Cc1cc(C)n2cc(CSc3nnc(N)s3)nc2n1	-0.5	-3%	-11	-1%	1%	-0.5	6	-12%	0
COc1cc(/C=C/c2cc(C(F)(F)F)[nH]c(=O)n2)cc(OC)c1OC	-2.2	0%	8	0%	-9%	0.0	-23	-21%	8
Cc1cc(C(=O)COC(=O)c2ccc[nH]c2=O)c(C)n1-c1ccccc1	0.0	-9%	-13	3%	-20%	-1.6	-7	-8%	0
CCOCCn1c(=O)c2c(nc3n2CCN3c2ccc(CC)cc2)n(C)c1=O	.	5%	.	-11%	-14%	.	-4	5%	.
Cc1ccc(C)c(OCC(=O)Nc2ccc(S(=O)(=O)N3CCN(C)CC3)cc2)c1	-0.5	-8%	-13	1%	-6%	0.1	-1	-3%	10
Cc1ccc(C)c(NNC(N)=S)c1	1.0	1%[57.1 µM]	17	-3%	2%	-0.3	1	1%[57.1 µM]	-1
O=C(CCC1COc2ccccc2O1)NCC1COc2ccccc2O1 (configuration not stated)	-2.2	-1%	13	1%	-9%	-2.2	-7	21%	-7
COc1cccc(-c2nc(CS(=O)(=O)CC(=O)NCC(C)c3ccccc3)c(C)o2)c1 (configuration not stated)	-0.2	7%	11	17%	-27%	-0.5	-1	-2%	11
COc1ccc(C(=O)c2sc(Nc3ccccc3F)nc2N)cc1	0.0	-10%	-14	-20%	-22%	-1.1	0	1%	9
CC(C)Cn1c(N)c(C(=O)COC(=O)c2ccc(Br)cc2)c(=O)n(C)c1=O	.	0%	.	14%	-26%	.	1	20%	.
COC(=O)c1[nH]c2c(c1C(=O)OC)CCc1ccccc1-2	-0.9	222%	3	7%	-17%	-0.4	3	8%[57.1 µM]	-5
Cc1cc(=O)[nH]c(SCC(=O)N2CC3(C)CC2CC(C)(C)C3)n1 (configuration not stated)	.	6%	.	4%	-15%	.	6	25%	.
Cc1c(NC(=O)/C(C#N)=C/c2ccc(-c3cc(Cl)ccc3Cl)o2)c(=O)n(-c2ccccc2)n1C	-1.4	-10%	4	6%	-18%	-0.3	-1	-11%	34*
Cc1ccc(S(=O)(=O)NCCn2c(C)cc3ccccc32)cc1	0.8	.	-4	.	.	1.0	.	.	-4
CN(Cc1ccccc1)S(=O)(=O)c1ccc2[nH]c3c(c2c1)CCCCC3	-0.2	0%	.	10%	?	1.4	1	18%	-9
CCN1C(=O)[C@H]2[C@@H](c3ccc(-c4ccccc4)c(OC)c3)N[C@@](CC(C)C)(C(=O)OC)[C@H]2C1=O	.	13%[57.1 µM]	.	-3%	-14%	.	2	5%[57.1 µM]	.
O=C(CSc1nnc(NC(=O)c2ccco2)s1)Nc1cccc(F)c1	.	-1%	.	4%	-13%	-0.6	-4	7%	-10
COc1ccc(-c2onc(C)c2C)cc1S(=O)(=O)NCc1ccco1	-1.3	-4%[57.1 µM]	.	10%	-21%	-0.1	-2	3%[57.1 µM]	1
O=C(Nc1cc(-c2ccccc2)cs1)c1ccco1	-0.9	-2%[57.1 µM]	31*	-7%	-12%	-0.1	3	1%[57.1 µM]	6
CCCn1nnc(NC(=O)c2cccc(Cl)c2)n1	0.6	-4%	-27	0%	-12%	1.1	-7	-8%	2
C/C(CC(=O)NC(C)(C)C)=N\NC(=O)COc1ccc(C)cc1Br	-0.3	3%[57.1 µM]	2	2%	-3%	0.1	8	-16%[57.1 µM]	4
O=C(CSc1nnc(SCc2cccc3ccccc23)s1)c1ccc2c(c1)OCO2	-0.9	-15%	-19	-2%	-7%	-0.4	11	?	-1
Continuation:
SMILES	D2 ag	TrxR1 substrate	D2 antag	mIDH1 inhibitor	USP1-UAF1 inh	TRHR ag	PI4K2A block	TrxR1 inh	TRHR enhancer
CCCC(=O)Nc1nc2c(s1)CC(C(C)(C)C)CC2 (configuration not stated)	0.3	3%	.	-4%	-14%	0.0	-2	5%	-1
COc1ccc(Cl)cc1CSc1n[nH]c(C)n1	0.3	-3%	9	-3%	-9%	0.0	-5	18%	-2
COc1ccc(OCC(=O)N/N=C/c2ccc(O[C@@H]3O[C@H](CO)[C@@H](O)[C@H](O)[C@H]3O)cc2)cc1	0.3	2%	28	4%	-17%	0.7	1	10%	19
O=C(COC(=O)c1cc(=O)[nH]c2ccccc12)NC1CCCC1	0.9	9%	-14	10%	-6%	0.3	0	4%	-1
Cc1ccc(-n2c(SCC(=O)N/N=C/c3ccccc3C(=O)O)nnc2-c2ccc(Cl)cc2)cc1	-0.1	4%	-7	6%	-21%	0.4	3	11%	20
Cc1sc2ccccc2[n+]1CC(=O)c1ccccc1	0.1	-5%	-3	12%	-22%	0.6	-6	-6%	2
Cc1c(C)n(Cc2ccc(Cl)cc2)c2ccc(C(=O)NCCCN3CCOCC3)cc12	-0.5	4%	-12	21%	-14%	1.0	1	23%	-5
O=C(Nc1cccnc1)C1=NN(C2CCS(=O)(=O)C2)C(=O)CC1 (configuration not stated)	.	0%	.	-3%	-21%	-0.2	3	10%	39*
CCOC(=O)c1[nH]c2ccccc2c1NC(=O)c1nonc1C	-0.5	0%	-15	5%	-16%	0.0	0	3%	-4
O=C(NCc1ccccn1)c1cc(Cl)ccc1OCc1ccccc1	-1.8	2%	-28	6%	-6%	-0.3	-4	14%	-9
Cc1nn(-c2ccc(F)cc2F)c(=O)c2noc(C)c12	0.7	1%	0	-3%	-19%	0.4	0	10%	-2
CCc1cccc2c(=O)c(C(=O)NCCN3CCOCC3)c[nH]c12	2.0	-9%	-2	-2%	-4%	0.1	-2	-8%	1
Cc1ccc(-n2ccnc(NCc3cccs3)c2=O)cc1C	-2.0	1%[57.1 µM]	.	7%	-23%	-0.8	-2	-2%[57.1 µM]	4
O=S1(=O)CC(N2CCOCC2)c2ccccc21 (configuration not stated)	-2.6	0%[57.1 µM]	7	-1%	-15%	0.3	4	24%[57.1 µM]	5
CCOc1cc2[nH]c(=O)n(CCCCCC(=O)NC(C)CC)c(=O)c2cc1OCC (configuration not stated)	0.0	20%[57.1 µM]	.	28%	-23%	-0.3	-1	17%[57.1 µM]	0
CCC(=O)Nc1ccc(C(=O)NNC(=O)C2CCCCC2)cc1	-0.8	8%	-9	-2%	-17%	0.5	4	23%	-1
CCS(=O)(=O)c1ccc(O)c(NC(=O)/C=C/c2ccc(Cl)cc2)c1	-0.5	-6%	-4	8%	-18%	-1.3	-16	17%	0
COc1ccccc1C1CC(=O)NC(C)=C1C(=O)OC1CCCCCC1 (configuration not stated)	-0.6	2%	.	-9%	-25%	0.2	2	15%	2
O=C(COc1ccc(Cl)cc1)Nc1ccc(Cl)cn1	0.9	-5%	-5	1%	-11%	-1.6	0	-6%	-1
COc1ccc(NC(=O)COc2ccc(/C=N/O)cc2OC)cc1	-0.1	-18%[57.1 µM]	0	10%	?	-0.1	0	13%[57.1 µM]	2
Cc1nn(C)c(C)c1/C=C/C(=O)c1ccc(Cl)cc1Cl	-0.3	-5%	13	0%	?	0.0	0	26%[57.1 µM]	-3
Cc1ccc(C)c(NS(=O)(=O)c2ccc3c4c(cccc24)C(=O)N3)c1	0.3	-12%	.	19%	-13%	-0.4	2	?	-4
COc1ccc(CNC(=O)C(=O)Nc2ccccc2OC)cc1	.	6%	.	-4%	-5%	-0.9	0	14%	-2
CN1CCN(c2oc(COc3ccc(-c4ccccc4)cc3)nc2C#N)CC1	0.0	1%	18	4%	-17%	0.5	0	22%	4
Cc1cc(C)c2nc(NCc3ccccc3O)sc2c1	1.0	5%	9	0%	-20%	2.0	-2	39%[activator]	1
COc1ccc2c(c1)C(c1ccc(C)o1)=NNC(c1ccccc1)=N2	-0.5	-2%	-21	2%	-26%	-1.4	-2	16%	-3

3 entries from above, bar-delimited:
molecule | D2 ag | TrxR1 substrate | D2 antag | mIDH1 inhibitor | USP1-UAF1 inh | TRHR ag | PI4K2A block | TrxR1 inh | TRHR enhancer
O=S1(=O)CC(N2CCOCC2)c2ccccc21 (configuration not stated) | -2.6 | 0%[57.1 µM] | 7 | -1% | -15% | 0.3 | 4 | 24%[57.1 µM] | 5
CCOc1cc2[nH]c(=O)n(CCCCCC(=O)NC(C)CC)c(=O)c2cc1OCC (configuration not stated) | 0.0 | 20%[57.1 µM] | . | 28% | -23% | -0.3 | -1 | 17%[57.1 µM] | 0
CCC(=O)Nc1ccc(C(=O)NNC(=O)C2CCCCC2)cc1 | -0.8 | 8% | -9 | -2% | -17% | 0.5 | 4 | 23% | -1
